High-throughput results as filed in PubChem BioAssay.
RGS4 inh = human RGS4 inhibition. P49798. Transcreener GDP fluorescence polarization, RGS4-accelerated GTP hydrolysis. Potency, µM (series often up to 114 µM), for the others: top-dose activity change, negative = inhibition, hits mostly inhibitors. 0.039% of 390,000 active; note: % is set by controls: 0 for no effect and ±100 for the full control effect; nearly all actives have a fitted effect of over 75% in size; some results filed as inactive show a strong effect at the top dose
Target sequence (P49798 whole entry, looked up): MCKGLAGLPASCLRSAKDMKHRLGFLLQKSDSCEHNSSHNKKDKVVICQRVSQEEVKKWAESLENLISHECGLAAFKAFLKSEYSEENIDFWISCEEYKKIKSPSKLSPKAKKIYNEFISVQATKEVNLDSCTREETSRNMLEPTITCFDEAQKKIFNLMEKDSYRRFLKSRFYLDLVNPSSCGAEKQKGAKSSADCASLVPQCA
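MLSMR compounds (23 nl, pin-transferred) preincubated 10 min at room temperature with a 500nM (2x) first reagent, then RGS4 at 900nM (2x) plus Transcreener GDP mix added; fluorescence polarization (620/688 nm) read before and after 90 min at 30 °C.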
TrxR1 inh = blocks rat thioredoxin reductase 1 | O89049 | recombinant rTrxR1, NADPH fluorescence consumption, selenite substrate | Potency, µM (highest dose often 114 µM), for the others: top-dose activity change, negative = inhibition, most hits filed as inhibitors | 1% of 390,000 active | AID 588453; note: % is set by controls: 0 for no effect and ±100 for the full control effect; nearly all actives have a fitted effect of over 65% in size
Target sequence (O89049 whole entry, looked up): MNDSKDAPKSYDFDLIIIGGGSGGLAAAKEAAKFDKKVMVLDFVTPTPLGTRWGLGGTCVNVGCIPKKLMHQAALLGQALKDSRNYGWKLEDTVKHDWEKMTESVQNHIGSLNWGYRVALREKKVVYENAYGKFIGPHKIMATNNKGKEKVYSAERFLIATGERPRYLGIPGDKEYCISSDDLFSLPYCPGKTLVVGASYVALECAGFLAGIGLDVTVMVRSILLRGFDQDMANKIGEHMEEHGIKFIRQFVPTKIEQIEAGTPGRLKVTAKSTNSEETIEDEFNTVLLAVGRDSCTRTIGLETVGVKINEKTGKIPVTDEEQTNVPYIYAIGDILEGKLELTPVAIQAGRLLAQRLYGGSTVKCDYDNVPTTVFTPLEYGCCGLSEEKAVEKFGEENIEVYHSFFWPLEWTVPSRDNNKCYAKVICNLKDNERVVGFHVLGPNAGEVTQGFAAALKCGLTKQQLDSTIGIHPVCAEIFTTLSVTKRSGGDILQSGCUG
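Rat TrxR1 (90 nM in the dispensed reagent) was pre-reduced with 400 uM NADPH for 5 min at room temperature, then incubated with compound for 15 min. After 400 uM selenite was added, NADPH fluorescence (Ex 340/Em 450 nm) was followed for 8 min.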
Vif-APOBEC3G blk = Vif-A3G binding inhibition; Q9HC16; HeLa A3G-eYFP + Vif (tagged APOBEC3G with the HIV-1 protein that degrades it), YFP fluorescence, overnight; Potency, µM (doses to about 46.1 µM), for the others: at the highest dose activity, negative = active, actives largely listed as inhibitors; 0.076% of 410,000 active;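 note: % is set by controls: 0 for no effect and ±100 for the full control effect; nearly all actives have a fitted effect of over 60% in size; hits raise eYFP signal because A3G escapes Vif-driven loss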
Target sequence (Q9HC16 whole entry, looked up): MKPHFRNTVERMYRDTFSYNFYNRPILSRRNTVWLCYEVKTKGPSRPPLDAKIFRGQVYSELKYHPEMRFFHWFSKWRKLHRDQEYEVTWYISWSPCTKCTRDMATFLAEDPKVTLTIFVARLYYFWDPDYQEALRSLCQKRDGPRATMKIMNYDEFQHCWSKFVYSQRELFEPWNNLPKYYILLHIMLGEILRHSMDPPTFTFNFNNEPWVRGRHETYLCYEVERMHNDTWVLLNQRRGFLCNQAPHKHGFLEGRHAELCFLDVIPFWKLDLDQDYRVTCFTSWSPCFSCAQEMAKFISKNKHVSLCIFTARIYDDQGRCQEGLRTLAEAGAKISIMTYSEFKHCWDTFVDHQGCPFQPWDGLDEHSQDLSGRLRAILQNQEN
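HeLa cells stably expressing Vif and C-terminally eYFP-tagged A3G, seeded overnight at 37 deg C, then exposed to compound by pintool overnight at 37 deg C. Rise in yellow fluorescence (Ex 488/Em 500-530, Acumen) marks blocked Vif-driven A3G degradation.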
mIDH1 inhibitor = human IDH1 R132H inhibition; IDH1-R132H enzyme, NADPH consumption, diaphorase/resazurin fluorescence; Potency, µM (highest dose often 76.6 µM), without a hit: at the highest dose activity change, negative = inhibition, hits mostly inhibitors; 0.093% of 390,000 active; AID 602179; note: % is set by controls: 0 for no effect and ±100 for the full control effect; nearly all actives have a fitted effect of over 65% in size
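IDH1-R132H (0.5 ug/mL) preincubated 30 min with compound, then NADPH (0.016 mM) and alpha-KG (2 mM) added; 80 min at RT, pH 7.5. Remaining NADPH coupled via diaphorase/resazurin to fluorescence (540/590 nm); concentration-response curves normalized to no-enzyme control.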
TrxR1 substrate = substrates of rat thioredoxin reductase 1; O89049; purified TrxR1 substrate turnover, NADPH consumption readout; Potency, µM (titrated, usually from 114 µM), for the others: at the top dose activity change, negative = substrate turnover; 0.01% of 390,000 active; AID 588456; note: % is set by controls: 0 for no effect and ±100 for the full control effect; nearly all actives have a fitted effect of over 50% in size
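Rat TrxR1, dispensed at 90 nM, was prereduced with 400 uM NADPH (final) for 5 min at ~22 deg C, then incubated with compound 15 min before 400 uM selenite. A first-read NADPH fluorescence drop versus no-compound background flagged substrates.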
USP1 inh = blocks the human USP1/UAF1 deubiquitinase complex; O94782; recombinant USP1/UAF1, Ub-Rhodamine cleavage fluorescence; Potency, µM (titrated, usually from 57.1 µM), without a hit: at the highest dose activity change, negative = inhibition, hits mostly inhibitors; 0.23% of 390,000 active; AID 743255; note: % is set by controls: 0 for no effect and ±100 for the full control effect; nearly all actives have a fitted effect of over 60% in size; inactives centre near -12
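USP1/UAF1 complex (1 nM) preincubated 15 min at room temperature with compound, then Ub-Rho substrate (150 nM final) added. Kinetic fluorescence at 480/540 nm over 6 reads at 60 s intervals; 50 mM HEPES pH 7.8, 0.5 mM EDTA, 0.1 mg/ml BSA, 1 mM TCEP, 0.01% Tween-20.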
Vif-APOBEC3F blk = inhibitors of Vif-A3F interaction. HeLa A3F-eYFP + Vif (tagged APOBEC3F with the HIV-1 protein that degrades it), YFP fluorescence increase. Potency, µM (titrated, usually from 46.1 µM), without a hit: top-dose activity, negative = active. 0.2% of 390,000 active. AID 602313; note: % of control where 0% means no effect; nearly all actives have a fitted effect of over 65% in size
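HeLa cells stably expressing A3F-eYFP plus Vif, plated and incubated overnight at 37 deg C, then exposed to compounds overnight at 37 deg C. Blocked degradation read as raised yellow fluorescence (Ex 488/Em 500-530).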
12-LOX inh = blocks human arachidonate 12S-lipoxygenase; AID 1671190; 1.1% of 580,000 active; Potency, µM (series often up to 108 µM), without a hit: at the top dose activity change, negative = inhibition, hits mostly inhibitors; P18054; purified 12hLO, xylenol orange hydroperoxide absorbance; note: % is set by controls: 0 for no effect and ±100 for the full control effect
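Purified human 12hLO at 150 nM in 25 mM Hepes, 0.01% Triton X-100, pH 7.0, preincubated 15 min at room temperature with compound. Reaction started with 40 uM arachidonic acid, 30 min at room temperature. Hydroperoxide measured by Fe-xylenol orange, 573/405 nm absorbance ratio.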
RXFP1 ag = RXFP1 (human) receptor agonism; Q9HBX9; HEK293T-RXFP1 cAMP TR-FRET, 30 min; response scale: percent of porcine relaxin response, buffer zero; Potency, µM (top dose mostly 57.5 µM), for the others: at the top dose activation, most hits filed as activators; 0.3% of 370,000 active; note: % is set by controls: 0 for no effect and ±100 for the full control effect; nearly all actives have a fitted effect of over 60% in size; many of its hits are not listed in these tables
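Agonist response is measured as cAMP accumulation in an RXFP1-transfected HEK293T line under PDE4 inhibition. Values are scaled between buffer-only and 29 nM porcine relaxin, and EC50s come from standard Hill equation fits.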
The depositor's hits bear a star; u = inconclusive; x = not tested or not shown; [ ] = dose if it differs, or a comment. Calls come from the whole dose curve; as a rule, active = well fitted curve in the direction sought with a large enough effect; inconclusive = small, poorly fitted or top-dose-only effect, or another doubt; inactive = no such curve, though single readings can be large; an effect the other way counts as inactive or inconclusive. Potency is the fitted concentration of half-maximal effect. The list is partial; count on the stated rates, not on these rows.

SMILES | RGS4 inh | TrxR1 inh | Vif-APOBEC3G blk | mIDH1 inhibitor | TrxR1 substrate | USP1 inh | Vif-APOBEC3F blk | 12-LOX inh | RXFP1 ag
COC(=O)N/N=C/c1sc(N2CCCCC2)nc1-c1cccs1 | -8.4% | 9.3% | 0.3% | 1.3% | 3.0%[57.1 µM] | -21.6% | -23.2% | -2.3% | 0.4%
CCOC(=O)C1=NN(c2ccc(Cl)cc2)C(=O)C1 | 19.4% | -18.4% | -0.9% | 7.1% | -13.2% | 0.6% | -15.0% | -22.4% | 6.0%
CC(C)(C)c1ccc(C(=O)Nc2cccc(-n3cnnn3)c2)cc1 | 12.2% | 24.8% | -1.0% | -1.9% | 1.8% | -22.6% | -1.0% | 10.3% | -2.4%
CCn1c(CC(=O)Nc2ccc(F)cc2)nnc1SCC(=O)NC1CCCC1 | 14.2% | -3.4% | -7.4% | -5.9% | 6.6% | -7.4% | 1.0% | -24.1% | -0.6%
COc1ccc(NC(=O)[C@@H]2[C@@H]3C(=O)N(C4CCCCC4)C(=O)[C@@H]3C3c4ccccc4C=CN32)cc1 (stereo not given in full) | 10.5% | 0.6%[57.1 µM] | -0.8% | -6.4% | 3.2%[57.1 µM] | 31.6µM* | 0.5% | 31.0% | -0.8%
Cc1ccc(SCc2nc(-c3ccc(C(=O)NCc4ccccc4Cl)cc3)oc2C)cc1 | -27.7% | 34.2% | -1.2% | -5.9% | 19.8% | -20.3% | 2.5% | u | 1.1%
COc1cccc(C2CC(c3cccc(Br)c3)n3nc(N)nc3N2)c1 (stereo not given) | -13.5% | 15.2% | -2.3% | 11.1% | 6.6% | u | 3.1% | 30.2%[activator][57.4 µM] | 1.2%
COC(=O)CCCC1=CC2=C(c3ccccc3)C(=O)C(C)(OC(=O)C3CCCC3)C(=O)C2=CN1C1CCCCC1 (stereo not given) | -24.0% | -12.3%[57.1 µM] | -2.4% | -8.7% | 0.3%[57.1 µM] | -24.0% | 7.0% | u | -2.5%
COc1ccccc1-c1cc(C(=O)Nc2sc3c(c2C#N)CCCC3)no1 | u | -13.8% | 5.3% | -4.8% | -7.2% | 11.4% | -3.3% | -12.1% | 3.4%
Cc1ccc(C(=O)CCC(=O)Nc2cccc(C)c2)cc1 | -7.3% | 9.5% | -0.4% | 2.5% | 0.3% | -18.7% | 0.0% | 10.4% | -0.1%
COc1cc(/C=C2/C(=O)N(c3ccc(Br)cc3)N=C2C)cc(OC)c1OC | -23.3% | -30.7% | 1.6% | 26.1% | -3.0% | -14.2% | -23.2% | x | 3.4%
O=C(NC(=S)Nc1ccc(N2CCCC2)cc1)c1ccccc1[N+](=O)[O-] | -19.5% | 8.9% | 0.6% | 2.6% | -2.5% | -0.4% | 2.9% | 23.5% | -0.4%
CCN(CC)CCSc1nnc2c3ccccc3n(Cc3ccccc3)c2n1 | -23.3% | -2.3% | 1.8% | -8.8% | -5.7% | -2.8% | 1.9% | 0.0% | -1.6%
O=S(=O)(c1ccc(Cl)cc1)N1CCOCC1 | 16.0% | 7.0% | 0.7% | x | -0.7% | x | x | x | x
CC1CCN(C(=O)C2CCN(S(=O)(=O)c3cccc4nonc34)CC2)CC1 | 12.5% | -5.6% | -9.0% | 2.2% | -2.4% | -0.8% | -13.2% | 0.4% | 2.5%
CCc1noc(C)c1C(=O)Nc1sc(C(=O)N(C)C)c(C)c1C(=O)OC | -1.6% | 4.9% | -5.1% | -3.6% | 2.8% | -11.4% | -9.0% | 0.0% | 0.6%
CC1CCCCC1NC(=O)c1ccco1 (stereo not given) | -14.6% | -3.8% | 1.6% | -1.6% | -1.0% | -5.5% | 6.5% | -11.9% | 2.5%
CC(C)(C)S(=O)(=O)/C(C#N)=N/Nc1ccc(S(N)(=O)=O)cc1 | -1.3% | -7.2% | -224.3% | 14.0% | -11.5% | 13.0% | u | -0.8% | -1.9%
COc1ccc(S(=O)(=O)NNc2nc(C)cc(C)n2)cc1Br | 7.5% | 11.0% | 1.0% | -5.6% | 0.1% | -15.2% | -4.0% | 31.6µM* | 1.4%
Cc1cccc(N=C2NC(=O)c3cc([N+](=O)[O-])ccc32)c1 | -11.4% | 7.8%[57.1 µM] | 0.5% | 1.4% | 4.9%[57.1 µM] | -25.3% | 0.2% | -18.4% | -0.6%

Ordered by molecular weight (high to low): some entries from above
SMILES | RGS4 inh | TrxR1 inh | Vif-APOBEC3G blk | mIDH1 inhibitor | TrxR1 substrate | USP1 inh | Vif-APOBEC3F blk | 12-LOX inh | RXFP1 ag
COC(=O)N/N=C/c1sc(N2CCCCC2)nc1-c1cccs1 | -8.4% | 9.3% | 0.3% | 1.3% | 3.0%[57.1 µM] | -21.6% | -23.2% | -2.3% | 0.4%
CC(C)(C)S(=O)(=O)/C(C#N)=N/Nc1ccc(S(N)(=O)=O)cc1 | -1.3% | -7.2% | -224.3% | 14.0% | -11.5% | 13.0% | u | -0.8% | -1.9%
CCOC(=O)C1=NN(c2ccc(Cl)cc2)C(=O)C1 | 19.4% | -18.4% | -0.9% | 7.1% | -13.2% | 0.6% | -15.0% | -22.4% | 6.0%

Later entries.
SMILES | RGS4 inh | TrxR1 inh | Vif-APOBEC3G blk | mIDH1 inhibitor | TrxR1 substrate | USP1 inh | Vif-APOBEC3F blk | 12-LOX inh | RXFP1 ag
CN1CC(=O)NC1=NC(=O)C12CC3CC(CC(C3)C1)C2 | 41.1% | -3.3% | -1.4% | -2.0% | -7.1% | 0.7% | -6.4% | 13.6% | 0.2%
CCn1c(=O)c2sccc2n2c(CCC(=O)Nc3ccc(C(C)C)cc3)nnc12 | 1.7% | 13.4% | -2.4% | -1.0% | 0.3% | -19.5% | 4.6% | -29.5% | 9.9%
C=CCN(CC=C)C(=O)CN1C(=O)NC(c2ccccc2)(c2ccccc2)C1=O | -17.5% | 0.7% | -6.2% | 11.7% | 1.3% | -6.5% | 1.0% | 0.2% | 0.4%
COCCCn1c(SCC(=O)NC2CCCC2)nnc1-c1ccco1 | -7.3% | -29.8%[57.1 µM] | 0.2% | 4.8% | 7.4%[57.1 µM] | -14.2% | -1.6% | -2.5% | 3.2%
Cc1ccc(-n2nnc3c(=O)n(CC(=O)NCC4CCCO4)cnc32)cc1 (stereo not given) | -3.4% | 11.3% | -1.4% | 12.2% | -3.1% | -9.2% | -0.2% | 6.2% | u
COc1ccc(N(CC(O)Cn2cnc3ccccc32)S(=O)(=O)c2ccc(C)cc2)cc1 (stereo not given) | -22.9% | 2.2% | -2.6% | 1.1% | 1.4% | -18.2% | 4.0% | -23.6% | 3.3%
Cc1nc2ccc(Cl)cc2c(-c2ccccc2F)c1CC(=O)O | -2.2% | -13.7% | -3.2% | 0.9% | -6.1% | -7.3% | -15.4% | -25.9% | 6.2%
C[C@H](CO)N1C[C@H](C)[C@@H](CN(C)Cc2ccncc2)Oc2c(cccc2N(C)C)C1=O | -12.9% | u | 0.9% | 1.8% | 2.1% | -25.4% | 6.6% | 3.8% | x
N=c1nc(SCCC(=O)O)ss1 | 12.1% | 12.2% | -3.0% | 0.1% | 2.9% | 4.4% | -15.5% | -12.9% | 2.9%
O=C1C2CCCN2C(c2ccc(F)cc2)N1c1cccc(Cl)c1 (stereo not given) | 10.1% | -4.9%[57.1 µM] | 3.5% | -12.6% | 0.1%[57.1 µM] | -5.3% | 0.0% | 204.5%[activator] | 2.9%
O=[N+]([O-])c1ccc(OCCCOc2cccc3cccnc23)cc1 | 6.1% | -23.4% | -0.2% | -9.9% | -14.9% | 2.5% | 11.5% | -4.8% | 1.0%
CCOc1ccc2c(c1)c(=O)c(S(=O)(=O)c1ccc(C)cc1)cn2Cc1ccccc1Cl | 13.3% | 6.5% | 1.9% | -9.6% | 2.9% | 5.0% | 8.7% | 0.8% | 2.0%
CCN1CCN(CCC(=O)Nc2ccc(F)c(F)c2)CC1 | 9.0% | 8.0%[57.1 µM] | 1.7% | 7.2% | 9.1%[57.1 µM] | -7.6% | -10.3% | 13.3% | -0.2%
Cn1c(=O)c2cc(C(=O)NCCCN3CCN(c4ccc(F)cc4)CC3)sc2c2ccccc21 | -13.0% | 2.6% | -0.9% | 0.0% | 12.0% | -16.2% | -2.2% | -2.3% | 2.6%
O=C1CC(Nc2ccccc2)C(=O)N1CCc1ccccc1 (stereo not given) | -31.1% | -4.5% | 0.7% | 7.4% | -3.4% | -14.4% | -8.0% | 0.0% | 2.1%
CCOC(=O)c1ccc2[nH]c3c(c2c1)CCCC3 | -17.9% | 7.4% | -10.1% | 11.8% | 1.8% | -7.9% | -10.3% | 9.5% | 1.9%
CCOCCCNC(=O)c1ccc(NC(C)=O)cc1 | 22.2% | 15.6% | -4.6% | 12.7% | -3.1% | 1.7% | 0.3% | 13.2% | 0.1%
CC(C)n1nnc(-c2ccc(OCc3ccccc3F)cc2)n1 | 27.7% | 20.2% | 4.0% | -2.4% | -4.8% | -1.5% | 1.1% | 0.7% | -1.5%
CCOC(=O)C1=C(CN2CCN(c3ccccc3)CC2)NC(=O)NC1c1ccc(C)cc1 (stereo not given) | 10.3% | -21.7% | -8.4% | 2.0% | -33.4% | -6.8% | 0.9% | u | 2.1%
CN(C)c1ccc(/C=N/NC(=O)c2ccccc2O)o1 | -34.1% | u | -1.7% | 10.3% | 5.7%[57.1 µM] | -14.0% | -3.0% | -5.5% | 0.2%
